# Screens deposited in PubChem by several laboratories.
# Mcl1-Bid inh: Mcl-1/Bid binding inhibitors, primary screen, biochemical, TR-FRET, 1536-well | TR-FRET Mcl-1/Bid-Dy647 peptide binding | inhibition, % at 21.7 µM | 0.97% of 220,000 active;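 active = compounds that cut the binding signal by more than half at the single screening dose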;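 also: His-tagged Mcl-1 with europium anti-His antibody binding Bid BH3 peptide; 0% = Mcl-1 plus peptide wells and 100% = peptide-only wells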
# Target sequence (Q07820 whole entry, looked up): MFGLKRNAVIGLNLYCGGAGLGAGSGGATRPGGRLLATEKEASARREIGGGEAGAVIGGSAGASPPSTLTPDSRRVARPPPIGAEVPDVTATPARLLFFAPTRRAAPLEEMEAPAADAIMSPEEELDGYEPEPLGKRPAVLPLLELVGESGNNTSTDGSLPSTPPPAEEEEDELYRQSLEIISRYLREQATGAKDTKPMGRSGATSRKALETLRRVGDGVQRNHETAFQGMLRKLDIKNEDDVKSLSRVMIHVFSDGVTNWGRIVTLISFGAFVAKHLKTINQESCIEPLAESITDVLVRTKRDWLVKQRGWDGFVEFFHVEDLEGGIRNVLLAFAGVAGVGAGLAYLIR
# Mcl1-Noxa inh: Mcl-1/Noxa binding inhibitors, primary screen, biochemical, TR-FRET, 1536-well | Induced myeloid leukemia cell differentiation protein Mcl-1 (Homo sapiens), Q07820 | TR-FRET Mcl-1/Noxa peptide binding, 2 h | inhibition, % at 21.7 µM | 1.5% of 220,000 active | AID 1022, 2008;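 active = compounds that cut the protein-peptide binding signal by more than 50% relative to plate controls in a single-dose test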;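 also: His-tagged Mcl-1 with rhodamine Noxa BH3 peptide and terbium anti-His antibody; 0% = Mcl-1 plus Noxa peptide wells and 100% = peptide-only wells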
# RGS4-Gao reg: modulators of RGS4 binding to Galphao, primary screen, biochemical, multiplexed bead flow cytometry; actives lie on both sides; binding response (% of control), % at 10 µM; 0.33% of 220,000 active; in the data active = binding response below about 49% or above about 150%; inactive = in between;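 also: fluorescent Galphao activated with aluminum fluoride binding bead-coupled RGS4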
# Target sequence (P09471 whole entry, looked up): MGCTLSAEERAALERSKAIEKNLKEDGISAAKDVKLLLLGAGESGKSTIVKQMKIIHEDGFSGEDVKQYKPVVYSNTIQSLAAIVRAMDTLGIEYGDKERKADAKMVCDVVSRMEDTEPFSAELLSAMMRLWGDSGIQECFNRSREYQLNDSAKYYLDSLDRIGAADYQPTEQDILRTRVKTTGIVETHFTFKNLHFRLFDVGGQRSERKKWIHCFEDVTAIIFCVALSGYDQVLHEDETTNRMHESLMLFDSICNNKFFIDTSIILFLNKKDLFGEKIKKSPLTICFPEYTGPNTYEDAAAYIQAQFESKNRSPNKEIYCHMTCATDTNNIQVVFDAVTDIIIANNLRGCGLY
# Mcl-1 Bim block: inhibitors of Bim peptide binding to Mcl-1, primary screen, biochemical, bead-based flow cytometry, multiplex; 0.1% of 190,000 active; Bim peptide-Mcl-1 binding; inhibition, % at 10 µM; Induced myeloid leukemia cell differentiation protein Mcl-1 (Homo sapiens), Q07820;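 also: 0% = no compound tracer wells and 100% = peptide blocker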
# Bim-Bcl-W: inhibitors of Bim binding to Bcl-W, primary screen, biochemical, multiplexed, bead-based flow cytometry. AID 952, 2007. Bim peptide-Bcl-W binding. inhibition, % at 10 µM. Bcl-2-like protein 2 (Homo sapiens), Q92843. 0.02% of 190,000 active;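 also: 0% = bound tracer without compound and 100% = peptide blocker; higher means less fluorescent Bim peptide bound to Bcl-W beads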
# Target sequence (Q92843 whole entry, looked up): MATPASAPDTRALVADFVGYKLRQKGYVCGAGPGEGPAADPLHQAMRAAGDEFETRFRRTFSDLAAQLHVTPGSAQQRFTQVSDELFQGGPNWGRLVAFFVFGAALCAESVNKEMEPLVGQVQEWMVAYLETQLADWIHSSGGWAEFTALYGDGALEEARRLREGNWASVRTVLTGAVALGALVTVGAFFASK
# RGS8-Gao reg: RGS8-Galphao binding modulators, primary screen, biochemical, multiplexed bead flow cytometry. Guanine nucleotide-binding protein G(o) subunit alpha (Homo sapiens), P09471. actives lie on both sides. response (percent of control binding), % at 10 µM. 0.34% of 220,000 active. AID 1423, 2008; in the data active = response below about 60% or above about 140%; inactive = in between;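 also: Galphao activated as the GDP aluminium fluoride complex binding bead-coupled RGS8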
# Bfl-1 Bim block: inhibitors of Bim binding to Bfl-1, primary screen, biochemical, multiplexed, bead-based flow cytometry; Bcl-2-related protein A1 (Homo sapiens), Q16548; Bim-Bfl-1 binding inhibition; inhibition, % at 10 µM; 0.12% of 190,000 active; AID 1008, 2008;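 also: 0% = wells without compound plus tracer and 100% = blocker peptide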
# RGS7-Gao reg: RGS7-Galphao binding modulators, primary screen, biochemical, multiplexed bead flow cytometry. actives lie on both sides. binding response (% of control), % at 10 µM. 0.35% of 220,000 active. AID 1439, 2008; in the data active = binding response below about 49% or above about 150%; inconclusive = no clear call, values can overlap the other calls; inactive = in between;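 also: fluorescent Galphao held in activated GDP-AlF4 state binding bead-coupled RGS7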
# Bcl-2 Bim block: inhibitors of Bim-Bcl-2 binding, primary screen, biochemical, multiplexed, human Bcl-2 family; inhibition, % at 10 µM; Bead-based flow cytometry, Bim peptide-Bcl-2 binding; AID 950, 2007; 0.06% of 190,000 active; Apoptosis regulator Bcl-2 (Homo sapiens), P10415; in the data active = inhibition above about 40%; inconclusive = no clear call, values can overlap the other calls;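 also: 0% = no compound wells with probe peptide and 100% = reference peptide inhibitor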
# Bim-Bcl-XL: inhibitors of Bim-Bcl-XL binding, primary screen, biochemical, multiplexed, bead flow cytometry, human Bcl-XL. Bcl-2-like protein 1 (Homo sapiens), Q07817. Bim peptide-Bcl-XL binding, fluorescence. inhibition, % at 10 µM. 0.04% of 190,000 active. AID 1007, 2008
# Bim-Bcl-B: inhibitors of Bim-Bcl-B binding, primary screen, biochemical, multiplexed, human Bcl-2 family. AID 951, 2007. inhibition, % at 10 µM. 0.073% of 190,000 active. bead-based flow cytometry, Bim peptide-Bcl-B binding;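 also: 0% = tracer peptide without compound and 100% = reference inhibitor peptide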
# * hit, by the source's call; ? = inconclusive; · = not tested or not shown. Rule as the data show it, unless noted: active = inhibition above about 40%.
# Every second line gives: Bcl-2 Bim block	RGS4-Gao reg	Bfl-1 Bim block	Bim-Bcl-XL	RGS8-Gao reg	Bim-Bcl-B	Mcl1-Noxa inh	Mcl1-Bid inh	RGS7-Gao reg	Bim-Bcl-W	Mcl-1 Bim block
[1] COC(=O)c1ccc(NC(=S)Nc2ccc3ccccc3c2)cc1
    -11	98	-14	-15	97	-14	16	-29	98	-4	-6
[2] COc1ccc(Nc2nc(=O)[nH]nc2C)cc1
    -8	102	-9	-4	101	-8	24	-21	100	3	-3
[3] CCCN1C(=O)C2(/C(=C(\O)c3ccc4c(c3)OCCO4)C(=O)C(=O)N2CCCOC)c2ccccc21 (centres undefined)
    -4	93	-4	-3	95	1	-7	-29	90	-1	-1
[4] C(=N\Nc1ccccn1)/c1c[nH]c2ccccc12
    ·	103	·	·	102	·	21	-57	?	·	·
[5] COc1ccc(N(CC(=O)N2CCN(Cc3ccc4c(c3)OCO4)CC2)S(=O)(=O)c2ccc(F)cc2)cc1
    ·	100	·	·	103	·	-9	-14	?	·	·
[6] CC(C)OC(=O)CSc1nnc(-c2ccc(O)cc2)n1Cc1ccccc1
    0	101	-1	-3	97	-3	5	-20	99	0	-4
[7] COc1ccnc(Oc2ccccc2)c1C(N)=O
    -2	99	-8	-2	99	-2	-6	-28	99	-3	-1
[8] C/C=C/c1ccc(OCC(O)CN2CCCCC2CC)c(OC)c1 (centres undefined)
    -5	103	-6	-3	105	-3	39	-7	102	0	1
[9] CC12CN3CC(C)(CN(C1)C3c1ccc(Br)cc1)C2 (centres undefined)
    -2	99	-3	-2	99	0	-12	-6	99	-3	-1
[10] Cc1cc(C)nc(Nc2nc3ccccc3o2)n1
    ·	100	·	·	94	·	2	-25	?	·	·
[11] Cc1cc(C)cc(NC(=S)N2CCC(N(C)CC3CCCO3)CC2)c1 (centres undefined)
    0	101	-3	-6	103	-3	-14	-17	102	0	0
[12] CCCNC(=O)c1ccc2c(c1)CCN2S(C)(=O)=O
    -2	104	-5	-1	99	-3	11	-29	101	0	-1
[13] O=C1c2ccccc2C(=O)N1c1ccc(Cl)cc1
    -11	104	-11	-6	102	-19	-22	-30	98	1	-25
[14] CCN(CC)S(=O)(=O)c1ccc(C)c(NC(=S)N2CCN(Cc3ccc4c(c3)OCO4)CC2)c1
    0	109	-5	-4	103	-5	26	-18	107	-1	1
[15] CCCCCCSc1nnc(N)s1
    ·	91	·	·	96	·	-7	-9	?	·	·
[16] Cc1ccc(-c2[nH]ncc2/C=N/n2c(COc3ccccc3C)nc3ccccc3c2=O)cc1
    0	104	0	-3	108	-12	8	45	105	-4	-4
[17] COCCNC(=O)Cn1cc(C(=S)N2CCOCC2)c2ccccc21
    -6	100	4	-8	101	-33	11	-38	?	-3	-6
[18] O=C(COc1ccc(S(=O)(=O)NC2CCCCC2)cc1)Nc1ccc2c(c1)OCCO2
    -10	97	-11	-3	97	-6	-8	-3	98	2	-1
[19] Nc1nc(SCC(=O)NCCCN2CCOCC2)nc2sc3c(c12)CCC3
    -1	101	7	0	106	-4	12	-39	103	3	-2
[20] CCOc1ccc(OCC)c(NC(=O)C2CCN(S(=O)(=O)c3c(C)[nH]c(=O)[nH]c3=O)CC2)c1
    0	102	-4	1	102	-2	5	-5	103	0	0
[21] Cc1cccc(NC(=O)CCCN2C(=O)c3ccccc3C2=O)n1
    -2	102	0	-5	100	0	-4	-6	101	-2	-5
[22] Cc1ccccc1NS(=O)(=O)c1ccc(C)c(C(N)=O)c1
    -8	97	-16	-7	99	-8	-5	-16	95	0	-1
[23] COC(=O)[C@H](Cc1ccccc1)NC(=O)[C@@]1(C)C[C@@H]1[C@@H](NC(=O)OCc1ccccc1)c1ccccc1
    3	100	-1	-3	100	-3	1	8	97	-1	-3
[24] CCN(Cc1ccccc1)C(c1ccc(C)cc1)c1nnnn1C(C)(C)C (centres undefined)
    -1	98	-5	0	100	-2	6	-1	96	0	0
[25] O=C(CN(c1ccc(Cl)cc1)S(=O)(=O)c1ccc(Cl)c([N+](=O)[O-])c1)NCCc1ccccc1
    -2	112	-3	-4	110	-3	7	-23	125	-1	0
[26] N/C(Cc1cccc2ccccc12)=N\OC(=O)c1cccs1
    12	91	14	2	97	0	35	-9	84	9	-1
[27] CSc1nc2c(c(=O)[nH]1)C(c1ccccc1Cl)CC(=O)N2 (centres undefined)
    -1	106	-4	0	115	-2	1	0	108	2	0
[28] Cc1ccc(NC(=O)c2ccc3c(c2)C(=O)N(Cc2cccnc2)C3=O)c(C)c1
    -3	104	-3	-4	101	-5	6	-4	95	1	0
[29] CCC(Sc1nc2cc(OC)c(OC)cc2c(=O)n1Cc1ccco1)C(=O)NCCOC (centres undefined)
    -3	100	-14	-6	100	-7	15	14	103	-5	-5
[30] C=CCNC(=S)NNC(=O)c1ccc(=O)n(Cc2ccccc2)c1
    -4	87	-4	-5	101	-9	17	-26	89	-5	-3
[31] Nc1nnc(SCc2ccc(F)cc2)n1-c1ccccc1
    11	100	3	0	101	-2	2	0	100	0	1
[32] COC(=O)c1ccc(Nc2cc(C)nc3ccc(C)cc23)cc1
    ·	102	·	·	102	·	48	8	?	·	·
[33] CCN(CC)CCCNC(=O)c1sc2ncn(CC(=O)Nc3ccc(C)c(Cl)c3)c(=O)c2c1C
    3	109	-1	-5	105	-2	7	-7	107	-5	0
[34] COc1ccc(NC(=O)Cn2c(-c3ccc(OC)cc3)cn(-c3ccc(C)cc3)c2=O)cc1
    -11	101	-8	-1	99	-9	11	16	98	5	-1
[35] O=C(COc1ccccc1)N1CCN(c2ccc([N+](=O)[O-])c(N3CCCCC3)c2)CC1
    -7	105	-17	-9	101	-3	-2	-2	117	-1	-2
[36] CC(C)c1nnc(NC(=O)C2CCCO2)s1 (centres undefined)
    -4	102	-7	-7	103	-13	1	-22	99	-4	-5
[37] CN1CCN(C(=O)/C(C#N)=C/c2ccc(OC(F)F)cc2)CC1
    ·	97	·	·	99	·	0	-31	?	·	·
[38] CCSc1ccc2nnc(-c3ccc(F)cc3)n2n1
    -5	103	0	-3	103	-2	3	-14	103	-2	-5
[39] Cc1ccc(NC(=O)CSc2nccn2Cc2ccccc2)cc1C
    -6	99	-3	-2	97	-5	3	-15	98	0	-3
[40] COc1ccc2c(-c3ccccc3)cc(SCC(=O)NC3CCS(=O)(=O)C3)nc2c1 (centres undefined)
    8	112	6	6	112	5	11	-44	111	7	2
[41] O=C(NNc1nc2c(F)cccc2s1)c1ccccc1
    0	104	0	0	106	-4	9	-31	100	3	1
[42] Cc1ccc2nc(Cl)c(/C=N/Nc3nc(C)cc(C)n3)c(=O)n2c1
    3	95	-3	1	88	6	20	-8	98	2	-2
[43] COc1ccc(S(=O)(=O)NCC2CCCN(CC(C)(C)C)C2)cc1 (centres undefined)
    -2	102	-8	-2	102	-5	-1	-24	101	0	2
[44] COc1ccc(CNC(=O)c2cccnc2SC)cc1OC
    -6	69	-6	-1	72	-6	9	-57	78	-6	-2
[45] CCOC(=O)N1CCN(CC(=O)c2ccc3c(c2)CCN3C(C)=O)CC1
    -4	100	-5	-4	103	-4	19	-12	101	0	-1
[46] S=C1NC(c2ccccc2)N2C(=S)NC(c3ccccc3)N12 (centres undefined)
    -8	98	-3	-9	99	-19	3	-11	105	-5	-5
[47] O=C(NCc1n[nH]c(=S)n1-c1ccccc1)c1cccs1
    -5	102	0	-3	96	-15	13	-35	105	5	-2
[48] O=C(NC1(C(F)(F)F)NC(=O)N(c2ccccc2)C1=O)c1cccs1 (centres undefined)
    0	105	0	-1	101	-3	10	5	120	-3	-2
[49] O=C(Nc1ccc([N+](=O)[O-])cc1)Nc1ccc(Cl)cc1F
    2	11*	3	-5	4.4*	-2	11	-43	-4.6*	-7	-5
[50] Cc1ccc(OCC(=O)N(C)CC(=O)Nc2ccc(F)cc2)c([N+](=O)[O-])n1
    3	102	-1	-2	102	-4	1	-4	99	0	0
[51] O=C(Nc1cccc(C(F)(F)F)c1)c1cc2ncc(Br)cn2n1
    1	56	3	-12	74	2	22	-22	70	1	1
[52] CC[n+]1c(/C=C/Nc2ccccc2)oc2ccccc21
    -1	99	0	-4	100	-3	-6	-24	99	-3	-1
[53] CCCCCCCCn1c(=O)c(C(=O)OC)c(N)c2ccccc21
    ·	72	·	·	86	·	17	15	?	·	·
[54] Cc1ccc(Nc2cnn(C34CC5CC(CC(CC(=O)O)(C5)C3)C4)c(=O)c2Cl)cc1
    -1	67	-1	7	73	0	-8	1	76	0	-3
[55] Cn1c(=O)c2c(nc(N3CCOCC3)n2CCCNC2=NCCC2)n(C)c1=O
    -9	111	-17	-6	105	-9	9	-19	107	-3	-3
[56] C=CCn1c2ccccc2c2nnc(SCC(=O)NC(C(=O)OC)C(C)C)nc21 (centres undefined)
    -2	123	-3	-1	96	0	1	-8	139	3	0
[57] Cc1occc1C(=O)Nc1ccc(S(=O)(=O)N2CCN(C)CC2)cc1
    -9	98	-11	0	102	-3	-7	-29	100	1	1
[58] CN(NC(=O)c1ccc(Cl)cc1Cl)C1=NS(=O)(=O)c2ccccc21
    1	103	-3	2	104	1	23	-11	?	1	2
[59] Cn1c(=O)[nH]c(=O)c2c1nc(N1CCOCC1)n2CCSc1nc2ccccc2[nH]1
    ·	104	·	12	102	·	-21	-18	100	9	29
[60] CCC(CC)C(=O)NCCc1cc2ccc(OC)cc2[nH]c1=O
    -3	96	-3	-1	98	-4	10	12	100	-2	-3

# Continued.
# Every second line gives: Bcl-2 Bim block	RGS4-Gao reg	Bfl-1 Bim block	Bim-Bcl-XL	RGS8-Gao reg	Bim-Bcl-B	Mcl1-Noxa inh	Mcl1-Bid inh	RGS7-Gao reg	Bim-Bcl-W	Mcl-1 Bim block
[61] Cc1ccc(NC(=O)CSCc2ccco2)cc1
    1	100	0	0	100	0	9	-37	99	3	2
[62] C/C(=N\NC(=O)CCc1ccc(S(=O)(=O)N2CCOCC2)cc1)c1ccccc1Cl
    0	99	-4	-4	99	-2	18	-13	?	-1	0
[63] COc1ccc(-c2nsc3c(N4CCCC4)ncnc23)cc1
    -11	97	-11	-3	100	-5	22	25	99	0	-1
[64] COc1ccc(NC2=Nc3ccccc3CC2)cc1
    -11	103	-14	-2	102	-5	13	-35	102	0	-1
[65] c1ccc(-c2noc(CN3CCN(c4ccccc4)CC3)n2)cc1
    -11	103	-11	0	102	-4	-12	-43	99	0	0
[66] O=C1CN(S(=O)(=O)c2ccccc2C(F)(F)F)CCN1
    -2	94	-4	-1	97	-3	14	-10	93	-5	0
[67] O=C(O)c1ccc(COc2ccccc2/C=C2\NC(=O)N(Cc3ccccc3F)C2=O)cc1
    0	100	-4	-2	101	1	7	-9	?	2	0
